# Source: PubChem (several laboratories)
# M5 PAM – potentiates acetylcholine response at human M5 receptor; CHO-K1 hM5, Fluo-8 calcium, ACh EC20 PAM; 0% = ACh EC20, 100% = ACh EC100; activation, % at 3 µM; hit rate 0.3% among 360,000;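 active = activation above the run cutoff, the mean activation of all test compounds plus 3 SD, cut at about 18% in these data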
#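 Assay system: CHO-K1 hM5 cells. Also added: acetylcholine at EC20 concentration, added after compound. Dosing: 3 µM, single dose. Times: compound preincubation 140 s before EC20 acetylcholine addition. Signal: Fluo-8 calcium fluorescence. Measure: % activation relative to EC20 and EC100 ACh responses. Repeats: singlicate, one well per test compound.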
# CHRM1 PAM – human CHRM1 positive allosteric modulation | P11229 | CHO-K1 hM1, Fluo-8 calcium fluorescence, ACh EC20; 0% = ACh EC20, 100% = maximal ACh | activation, % at 3 µM | hit rate 0.088% among 360,000; in the data active = activation above about 19%, passing the limit was not always enough
# Target sequence (P11229 whole entry, looked up): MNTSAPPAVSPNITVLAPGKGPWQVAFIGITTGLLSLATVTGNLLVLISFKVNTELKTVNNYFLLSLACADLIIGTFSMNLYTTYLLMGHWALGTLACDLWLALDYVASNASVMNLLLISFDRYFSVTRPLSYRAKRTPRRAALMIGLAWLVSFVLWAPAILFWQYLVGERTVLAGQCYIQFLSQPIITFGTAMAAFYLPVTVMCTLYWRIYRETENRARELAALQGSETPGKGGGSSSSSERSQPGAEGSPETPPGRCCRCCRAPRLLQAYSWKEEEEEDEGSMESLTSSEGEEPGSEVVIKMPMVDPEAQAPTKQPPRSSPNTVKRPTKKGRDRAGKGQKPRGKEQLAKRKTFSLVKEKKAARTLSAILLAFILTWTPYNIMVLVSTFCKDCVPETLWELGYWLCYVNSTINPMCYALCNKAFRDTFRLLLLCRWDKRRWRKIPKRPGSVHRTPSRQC
# CHRM5 antagonist – CHRM5 antagonism in calcium assay; AID 624040; P08912; inhibition, % at 3 µM; hit rate 0.59% among 360,000; CHO-hM5 cells, Fluo-8 calcium fluorescence, ACh EC80;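 active = inhibition above a per-plate cutoff, the mean of that plate's test compounds plus 3 SD, cut at about 27% in these data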;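 note: 0% = acetylcholine EC80 with DMSO and 100% = DMSO without agonist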
# M4 PAM – positive allosteric modulators of human muscarinic M4 receptor | P08173 | CHO-K1 hM4/Gqi5, Fluo-8 calcium fluorescence, ACh EC20; 0% = ACh EC20, 100% = maximal ACh | activation, % at 3 µM | hit rate 0.4% among 360,000;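 active = activation above its plate's cutoff, the mean activation of sample wells plus 3 SD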; note: some results filed as inactive read as strong as hits
# Target sequence (P08173 whole entry, looked up): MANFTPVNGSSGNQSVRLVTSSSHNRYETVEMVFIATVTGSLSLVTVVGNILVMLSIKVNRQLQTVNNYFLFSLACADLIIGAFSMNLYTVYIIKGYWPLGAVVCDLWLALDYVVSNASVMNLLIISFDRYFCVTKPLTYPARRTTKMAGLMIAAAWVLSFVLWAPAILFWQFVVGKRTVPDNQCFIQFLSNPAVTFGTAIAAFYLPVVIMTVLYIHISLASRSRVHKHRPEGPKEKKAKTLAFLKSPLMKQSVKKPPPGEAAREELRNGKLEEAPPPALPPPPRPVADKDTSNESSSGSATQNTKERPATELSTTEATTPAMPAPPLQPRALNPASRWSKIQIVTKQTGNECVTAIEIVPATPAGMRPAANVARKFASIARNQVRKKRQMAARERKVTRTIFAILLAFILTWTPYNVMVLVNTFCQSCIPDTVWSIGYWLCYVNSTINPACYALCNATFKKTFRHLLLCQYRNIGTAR
# M4 ag – agonists of human muscarinic M4 receptor (CHRM4); CHO-K1 hM4/Gqi5, Fluo-8 calcium fluorescence; vehicle 0%, full acetylcholine response 100%; activation, % at 3 µM; hit rate 0.14% among 360,000;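 active = activation above the run mean over all test wells plus 3 SD, cut at about 32% in these data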;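 note: peak over basal fluorescence ratio per well then scaled between controls; 0% = DMSO wells and 100% = acetylcholine at EC100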
# CHRM4 antagonist – antagonists of human muscarinic M4 receptor (CHRM4); AID 624125; P08173; inhibition, % at 3 µM; CHO-hM4 cells, ACh EC80, Fluo-8 calcium fluorescence; hit rate 0.73% among 360,000;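 active = inhibition above its plate's cutoff, the mean inhibition of sample wells plus 3 SD, cut at about 27% in these data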;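 note: 0% = acetylcholine EC80 with DMSO and 100% = DMSO without agonist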
# CRFBP-R2 agonist – CRF-BP/CRF-R2 complex agonism; HEK293 CRF-R2/CRF-BP, calcium dye fluorescence (FLIPR); percent of saturating CRF peptide response; AID 588473; hit rate 0.46% among 350,000; activation, % at 13.2 µM;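 active = activation of at least 50%, plus an integration ratio under a set limit after plate pattern correction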;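 note: plate controls were neutral control wells without compound for no effect and CRF at EC100 for full effect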
# CHRM1 antagonist – blocks human M1 muscarinic receptor; P11229; CHO-K1 hM1, Fluo-8 calcium fluorescence, ACh EC80 antagonist; inhibition, % at 3 µM; hit rate 1.3% among 360,000;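 active = percent inhibition above its own plate's cutoff, namely the mean of that plate's compound wells plus 3 SD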;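 note: peak over basal fluorescence ratio during 140 s after agonist addition; 0% = ACh EC80 plus DMSO and 100% = DMSO alone without agonist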
# M5 ag – CHRM5 agonism in calcium assay; P08912; CHO-K1 hM5 cells, Fluo-8 calcium fluorescence; 0% DMSO wells, 100% maximal acetylcholine response; activation, % at 3 µM; hit rate 0.19% among 360,000;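 active = activation above the run's mean over test compounds plus 3 SD, cut at about 23% in these data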;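 note: signal is peak over basal fluorescence ratio across the kinetic read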
# * hit, by the source's call; . = not tested or not shown.
SMILES,M5 PAM,CHRM1 PAM,CHRM5 antagonist,M4 PAM,M4 ag,CHRM4 antagonist,CRFBP-R2 agonist,CHRM1 antagonist,M5 ag
CN(C)S(=O)(=O)c1cccc(C(=O)NCc2cccs2)c1,3.9,-4.3,7.6,-2.1,-0.4,5.2,-1.9,7.7,-4.1
O=C(NCC1CCCO1)C1CC(=O)N(C2CCCC2)C1 (centres undefined),-3.1,-1.4,11.9,2.3,0.5,0.5,1.1,5.3,-4.1
Nc1nnc(Cc2ccccc2F)s1,-3.4,12.1,-7.9,-1.2,1.1,5.7,0.5,-5.2,1.7
CC(C)(C)c1nnc(N/N=C/c2ccccc2)n(N)c1=O,3.1,-1.1,-1.0,5.1,1.7,2.9,-2.5,-4.8,1.5
COc1ccc(-n2nnnc2C(CCc2ccccc2)N2CCN(C/C=C/c3ccccc3)CC2)cc1 (centres undefined),-4.3,-3.3,9.6,-7.4,1.9,0.1,.,-16.6,-0.8
Cc1cc(-c2n[nH]c(=S)n2/N=C/C=C/c2ccccc2)n[nH]1,1.5,2.2,-6.4,0.1,0.2,11.3,-1.1,2.6,3.5
Cc1ccc2cc(NC(=O)c3ccccc3)ccc2n1,-8.5,16.1,26.0,-9.1,1.9,6.9,-4.1,-8.5,-2.6
O=C(C1CCCN(Cc2ccccc2F)C1)N1CCCCC1 (centres undefined),-1.6,-0.1,-0.5,-3.9,-0.2,-5.2,-3.1,-2.7,-8.1
Cn1c2c(c3ccccc31)CCN1CCC[C@]21c1ccccc1,-13.4,-20.0,17.0,-8.2,0.0,-16.3,15.5,16.3,-5.7
COc1ccc(NC(=O)CCS(=O)(=O)c2cccc3nonc23)cc1Cl,-8.1,2.8,10.6,-3.0,3.2,-0.1,-0.9,-9.1,-1.9
O=C(CN1C(=O)NC2(CCCCCCC2)C1=O)NCc1cccs1,0.3,10.3,-8.6,-0.1,1.3,1.2,-0.4,-8.7,0.6
CCCn1c(N)c(C(=O)CSc2ncn[nH]2)c(=O)n(C)c1=O,-4.1,13.4,8.7,6.2,0.8,-10.3,0.6,-20.1,0.1

# Three records picked at random from those above, as already listed:
SMILES,M5 PAM,CHRM1 PAM,CHRM5 antagonist,M4 PAM,M4 ag,CHRM4 antagonist,CRFBP-R2 agonist,CHRM1 antagonist,M5 ag
O=C(C1CCCN(Cc2ccccc2F)C1)N1CCCCC1 (centres undefined),-1.6,-0.1,-0.5,-3.9,-0.2,-5.2,-3.1,-2.7,-8.1
COc1ccc(NC(=O)CCS(=O)(=O)c2cccc3nonc23)cc1Cl,-8.1,2.8,10.6,-3.0,3.2,-0.1,-0.9,-9.1,-1.9
COc1ccc(-n2nnnc2C(CCc2ccccc2)N2CCN(C/C=C/c3ccccc3)CC2)cc1 (centres undefined),-4.3,-3.3,9.6,-7.4,1.9,0.1,.,-16.6,-0.8

# Continuation.
SMILES,M5 PAM,CHRM1 PAM,CHRM5 antagonist,M4 PAM,M4 ag,CHRM4 antagonist,CRFBP-R2 agonist,CHRM1 antagonist,M5 ag
CO[C@H]1CN(C)C(=O)c2ccc(NC(=O)NC(C)C)cc2OC[C@H](C)NC[C@H]1C,5.6,.,-7.5,0.4,0.7,0.2,.,.,1.5
Cc1ccc(CCN2CCN=C2N(C)C)cc1,-3.4,7.2,3.4,4.6,1.6,1.4,-0.3,-8.9,-11.0
O=C(NCCCN1CCOCC1)c1cc(S(=O)(=O)N2CCOCC2)c(Cl)cc1Cl,1.2,5.0,12.2,1.7,0.8,-6.1,-1.3,-5.0,-2.0
C/C(=N\NC(=S)Nc1ccc(C)c(C)c1)c1ccc(N2CCOCC2)cc1,-3.8,-1.2,-0.4,2.3,-0.6,-6.8,-1.1,0.8,-6.2
O=C(c1cccc(S(=O)(=O)N2CCN(c3ccccc3)CC2)c1)N1CC=C(c2ccccc2)CC1,-2.8,3.7,9.2,4.0,1.1,-1.6,-0.3,-1.8,-1.7
CCn1cnc2cc(NCc3ccc(OC)cc3)ccc21,-2.9,-1.6,3.0,-9.7,2.0,12.9,0.7,12.3,-2.4
COc1cc(CN(C2CCCCC2C)S(=O)(=O)c2ccc(S(=O)(=O)NC3CC3)cc2)cc(OC)c1OC (centres undefined),-11.9,-22.9,10.2,-17.0,7.6,17.2,0.5,16.2,-5.1
COc1ccccc1Nc1nc(-c2cccc([N+](=O)[O-])c2)nc2ccccc12,-3.1,3.9,-5.2,25.7,0.4,-5.8,0.9,4.3,-0.7
COC(=O)[C@@]12CCCN1[C@H](c1ccc(-c3ccc4c(c3)OCO4)cc1)[C@H]1C(=O)N(C)C(=O)[C@H]12,6.6,3.2,4.5,-0.8,0.8,-0.1,-0.6,-9.4,-3.3
COC(=O)c1ccccc1OC(=O)c1ccc(Br)o1,-1.7,1.4,-13.1,9.9,-0.7,-1.0,-4.6,-1.9,-3.4
O=C(NCC1CCCO1)c1ccc(CS(=O)(=O)Cc2ccc(F)cc2)o1 (centres undefined),-5.5,10.3,0.5,-7.0,0.3,3.6,3.8,-14.7,0.6
OCCN1CCN(C2CCC(c3ccc(F)cc3)c3ccc(F)cc32)CC1 (centres undefined),-9.4,-15.5,18.8,-10.0,6.0,10.7,1.3,23.2,-6.4
COc1cc(NC(=O)CCc2nnc3ccc(NCc4ccco4)nn23)cc(OC)c1,-0.3,9.0,-1.5,-0.6,0.7,-5.5,1.1,-11.2,-2.0
O=C(CN(Cc1ccccc1)C(=O)c1ccc2c(c1)OCCO2)NCc1ccc2c(c1)OCO2,-9.9,-6.7,-1.5,1.0,5.0,4.0,-0.3,12.5,-0.6
Cc1nnc(SCC(=O)Nc2ccc(OC(F)F)c(Cl)c2)n(N)c1=O,-1.6,1.1,1.6,1.6,4.1,-10.2,-0.9,7.5,-2.6
CCc1nc2oc3ccc(C)cc3c(=O)c2cc1C(=O)OC,7.5,4.4,-9.7,1.7,-0.3,5.0,-0.7,-6.7,0.0
CNC(=O)c1ccc2nc(NC(C)=O)sc2c1,-5.8,-0.2,6.6,-1.1,1.0,6.7,-0.3,-14.8,0.7
C/C(N)=C(/C#N)C(=O)COC(=O)C1CCC(C(C)(C)C)CC1 (centres undefined),-13.2,-5.5,8.5,-4.3,9.4,3.0,1.7,-7.7,2.5
COc1c(C(=O)Nc2nccs2)ccc2ccccc12,-3.4,-8.4,4.3,-4.1,9.4,-6.6,-4.9,17.0,-4.9
CN(C(=O)c1c[nH]c(=O)cc1C(F)(F)F)c1ccc(Cl)c(Cl)c1,0.1,1.6,-2.6,3.7,2.9,25.2,-1.0,-0.1,3.0
O=C(CN1CCN(S(=O)(=O)c2ccccc2[N+](=O)[O-])CC1)Nc1ccc(N2CCOCC2)cc1,0.9,6.0,5.8,-3.3,5.0,-3.4,0.1,-13.1,3.8
O=C(NC(=S)Nc1cc(Cl)ccc1Cl)c1ccco1,-4.7,4.3,-0.5,1.7,0.3,-5.3,0.1,-12.8,-0.7
CC1CCN(c2ccc(/C=N/n3nnnc3N)cc2[N+](=O)[O-])CC1,-4.1,2.8,-1.6,-1.2,0.3,8.5,-1.5,-7.3,-1.4
CC(=O)N1CCN(C(=O)/C(C#N)=C/c2ccc3c(c2)OCO3)CC1,9.4,33.7*,-1.0,4.6,1.0,-21.4,-0.3,-29.0,-1.9
CN(C)c1ccc(C(=O)N/N=C/c2cc(Br)cc(Br)c2O)cc1,-5.2,0.2,13.7,-6.6,-0.1,7.7,6.0,-3.9,-1.8
COc1ccc(-c2ccc(/C=N/N3C(=O)C4C5C=CC(C6CC56)C4C3=O)o2)c([N+](=O)[O-])c1 (centres undefined),-10.6,-0.1,8.4,2.8,8.2,2.4,1.7,-1.3,-1.1
CCCCn1c(N)c(N(CC(C)C)C(=O)c2ccc(S(=O)(=O)N3CCCCC3)cc2)c(=O)[nH]c1=O,1.3,9.0,3.0,8.0,0.1,-2.8,-0.9,-9.8,-1.0
CCC(C)[C@H](NC(=O)N1CCCC1)C(=O)OC (some centres undefined),-0.5,-4.0,6.3,1.9,0.9,-6.7,-2.4,6.4,1.8
COC(=O)C(NNc1ccccc1C)(NC(=O)c1ccc(F)cc1)C(F)(F)F (centres undefined),0.3,8.6,-4.9,7.0,0.2,-3.3,0.9,-0.7,4.1
CC1=C(C(=O)N(C)C)CC(CC(=O)NCCCCc2ccccc2)C(=O)N1CCC1=CCCCC1 (centres undefined),2.4,10.4,-5.9,3.5,4.1,-21.3,-1.1,-19.2,-2.7
Cc1cc(N2CCN(S(=O)(=O)c3ccc4c(c3)OCCO4)CC2)n2ncnc2n1,-0.6,0.2,-0.2,-0.6,1.5,5.5,-0.7,3.7,4.6
Cc1ccc(C2CC(C(F)(F)F)n3nc(C(=O)NCc4c(C)nn(C)c4C)c(Cl)c3N2)cc1 (centres undefined),6.2,4.8,9.6,5.9,-1.7,3.8,-4.7,5.2,-0.2
COc1ccc(N2C(=O)N3[C@H](c4ccc(Cl)cc4)[C@@H]4C(=O)N(C5CCCCC5)C(=O)[C@@H]4[C@]3(Cc3ccc(Cl)cc3)C2=O)cc1,5.4,5.3,3.1,6.6,1.9,-10.5,-0.1,-0.8,1.3
O=C(NNc1ccccc1[N+](=O)[O-])Nc1ccc(F)cc1,-1.6,12.4,-0.3,4.0,2.6,-6.6,1.6,-12.0,3.1
CCOC(=O)C(CC1=CS(=O)(=O)c2ccc(Cl)cc21)(NC(C)=O)C(=O)OCC,-0.4,-1.4,3.3,0.8,5.1,1.2,-3.8,-0.6,1.6
CC12CC3CC(C1)CC(C(=O)NNC(=O)c1ccncc1)(C3)C2,-35.5,-29.8,24.7,-9.3,1.3,15.9,-0.2,63.3*,-12.6
CC(=O)CSc1ncnc2sc3c(c12)CCC(C)C3 (centres undefined),11.4,5.6,-8.2,22.7*,-1.0,-13.9,0.7,-6.2,-7.9
COC(=O)c1ccc([C@@H](O)[C@H](C)C(=O)CC(=O)OC(C)(C)C)cc1,1.0,12.7,8.5,11.5,1.6,6.1,-1.6,-10.7,4.8
CCCn1nnnc1NCc1ccccc1F,3.8,10.9,-0.1,0.4,0.8,-1.8,0.3,-16.8,3.3
CCN(CC)C(=O)Cn1cc(SCC(=O)NC2CCCC2)c2ccccc21,3.1,7.3,2.2,2.8,1.4,-6.0,-2.9,-5.8,0.9
COc1cccc(OCCNC(=O)CSc2ccc(C(F)(F)F)cc2[N+](=O)[O-])c1,-3.5,7.2,-0.5,4.3,0.9,-0.8,-2.6,-6.1,-3.5
CCN(CC(=O)Nc1ccc([N+](=O)[O-])cc1OC)CC(=O)NC(C)(C)C,-1.6,6.1,-4.7,0.9,-0.4,-10.8,0.2,-4.3,-0.4
O=C(O)COc1ccc2c3c(c(=O)oc2c1)CCCC3,-6.5,-0.5,5.3,8.7,0.8,-5.0,1.5,5.4,-4.7
COC(=O)c1cc(Br)c(=O)n(-c2ccccc2OC)c1,-1.3,6.0,1.8,4.4,-0.1,0.7,-1.9,-4.6,-0.9
C[C@@H]1CN([C@H](C)CO)C(=O)c2cc(NC(=O)Nc3cccc4ccccc34)ccc2O[C@H]1CN(C)Cc1ccc(C(F)(F)F)cc1,-0.8,-5.6,-9.9,3.9,0.4,4.9,4.0,3.7,1.8
Cc1c(OCc2nn[nH]n2)ccc2c3c(c(=O)oc12)CCC(C)C3 (centres undefined),3.1,7.4,0.6,-2.4,-1.8,10.1,-1.3,-9.2,1.4
Cn1nc(C(=O)Nc2cc(Cl)ccc2N2CCCC2)c2ccccc2c1=O,-0.8,18.6,3.4,8.9,-0.3,-11.4,-0.2,-16.5,0.3
